High-throughput results as filed in PubChem BioAssay.
a7 integrin act – qHTS for Activators of Integrin-Mediated Alleviation for Muscular Dystrophy | alpha7betagal myoblasts, beta-gal FDG fluorescence, 48 h | 350,000 compounds, 0.064% hits | Potency, µM (highest dose often 38.3 µM), for the others: at the highest dose activation, most hits filed as activators;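 also: potency is read from the fitted curve at half-maximal effect; 100% = response of the positive control SU9516; nearly all actives have a fitted effect of over 60% in size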
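alpha7betagal+/- myoblasts (passage 13, 250/well) treated 48 h at 37C with compounds at 1:260 dilution of DMSO stock. Lysed, then beta-galactosidase activity read as FDG fluorescence (ex 480/em 540) after 30 min, with pre-read for autofluorescence.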
GALK inh – qHTS Assay for Inhibitors of Human Galactokinase (GALK) | 270,000 compounds, 0.007% hits | Potency, µM (doses to about 57.5 µM), for the others: at the top dose activity change, negative = inhibition, hits mostly inhibitors | P51570 | Purified GALK, Kinase-Glo residual ATP luminescence; also: potency is read from the fitted curve at half-maximal effect; % is scaled to controls: 0 for no effect and ±100 for the full control effect
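The enzyme phosphorylates galactose (100 uM) using ATP (35 uM); inhibition is detected as higher residual ATP, quantified by bioluminescence after 1 h reaction at room temperature, pH 8.0.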
A-T KAP1 phos – qHTS Assay for Identifying a Potential Treatment of Ataxia-Telangiectasia | […] A-T fibroblasts, KAP-1 phosphorylation AlphaLISA; neocarzinostatin DNA damage 30 min before lysis | AID 485349, 2010 | 320,000 compounds, 0.19% hits | Potency, µM (doses to about 57.5 µM), without a hit: top-dose activation, hits mostly activators; also: potency is read from the fitted curve at half-maximal effect; % of control where 0% means no effect; nearly all actives have a fitted effect of over 45% in size
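ATM-like activity read as KAP-1 phosphorylation via AlphaLISA donor/acceptor antibody pairs after lysis and 6 hr at 25C. Cells were ATM-null patient fibroblasts ([…], hTERT), dosed 60 min, then exposed to the DSB inducer NCS for 30 min.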
CXXC DNA block – qHTS Fluorescence Polarization Assay for Inhibitors of MLL CXXC domain - DNA interaction. Histone-lysine N-methyltransferase 2A (Homo sapiens), Q03164. MLL-CXXC / FITC-HOXA9 DNA fluorescence polarization. Potency, µM (top dose mostly 115 µM), inactives show at the highest dose activity change, negative = inhibition, hits mostly inhibitors. 290,000 compounds, 0.037% hits. AID 2662, 2010; active = well fitted inhibition curve with a large enough effect in the polarisation, with a control signal flat, not every such curve was filed as active; inconclusive = small, poorly fitted or top-dose-only effect, or effect the other way, or a change in a side signal; inactive = no such curve, though single readings can be large or run the other way; the % refers to the polarisation; also: potency is read from the fitted curve at half-maximal effect
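Fluorescence polarization: 7 uM MLL-CXXC (stock) preincubated 5 min with compounds, then 50 nM fluorescein-HOX-A9 DNA (stock) added; 30 min ambient. Buffer 50 mM Tris-HCl pH 7.5, 50 mM NaCl, 1 mM DTT, 0.05% BSA.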
S-ASM inh – Inhibitors of Secretory Acid Sphingomyelinase (S-ASM): qHTS | AID 504937, 2011 | Potency, µM (titrated, usually from 57.5 µM), inactives show at the highest dose activity change, negative = inhibition, hits mostly inhibitors | 340,000 compounds, 0.006% hits | Sphingomyelin phosphodiesterase (Homo sapiens), P17405 | placental ASM, HMU-PC fluorogenic substrate, 60 min; also: potency is read from the fitted curve at half-maximal effect
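HMU-PC0 cleavage (9 uM final) by human placental ASM, 60 min at 37 °C following 10 min compound exposure at RT; stopped at pH 10, fluorescence Ex 386/Em 447 nm.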
KCNH2 3.1 inh – qHTS for Inhibitors of KCHN2 3.1: Mutant qHTS; Potassium voltage-gated channel subfamily H member 2, brain isoform KCNH2 3.1 (human); U2OS KCNH2 3.1, thallium flux FluxOr; active compounds read low; activity change, % (tested at about 1.8 µM); 340,000 compounds, 0.95% hits; AID 720553, 2013;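 active = maximum activity change below -70%; inconclusive = maximum activity change from -70% to -50%; inactive = maximum activity change above -50%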;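 also: thallium influx rate constant from kinetic fluorescence after stimulation buffer; % is scaled to controls: 0 for no effect and ±100 for the full control effect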
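Channel expression came from 3.1 mutant virus (1.77 x 10^8 /mL) applied to suspended U2OS cells for 4 h. Flux was tracked with FluxOr dye plus Red40 quencher, and kinetic rate constants normalized to controls.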
FBPA coupling cs – qHTS Assay for Inhibitors of Fructose-1,6-bisphosphate Aldolase from Giardia Lamblia: Coupling assay counterscreen. coupling enzyme system counterscreen, AmpLite Red fluorescence. activity change, negative = inhibition, % at 58.2 µM, hits read low. 290,000 compounds, 0.67% hits. AID 2472, 2010; in the data active = activity change below about -30%; also: % is scaled to controls: 0 for no effect and ±100 for the full control effect
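Activity here indicates interference with the coupling reaction, not aldolase inhibition. Compounds at 57.5 uM final met coupling enzymes for 10 min at RT; substrate and AmpLite Red detection followed, with a 525/598 nm fluorescence read after 20 min.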
KCNH2 WT inh – qHTS for Inhibitors of KCHN2 3.1: Wildtype qHTS | Voltage-gated inwardly rectifying potassium channel KCNH2 (Homo sapiens), Q12809 | U2OS, BacMam KCNH2, thallium flux FluxOr; active compounds read low | activity change, % at 1.84 µM | 340,000 compounds, 0.37% hits | AID 720551, 2013;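 active = maximum activity change below -70%; inconclusive = maximum activity change between -70% and -50%; inactive = maximum activity change above -50%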; also: % is scaled to controls: 0 for no effect and ±100 for the full control effect
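U2OS cells were transduced with wild-type KCNH2 virus (2.03 x 10^8 / mL) for 4 h at room temperature, then cultured overnight at 37 C. Thallium flux was read with FluxOr dye. Rate constants were normalized to DMSO controls.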
TRPV1 ag – HTS Assay for Compounds that Act as Agonists of the Vanilloid Receptor 1. activation, % at 8.33 µM. Transient receptor potential cation channel subfamily V member 1 (Homo sapiens), Q8NER1. TRPV1-expressing cells, Fluo-8 calcium influx, agonist mode. 320,000 compounds, 0.19% hits; in the data active = activation above about 80%; inconclusive = between about 30% and that limit; also: 0% is about no effect
Target sequence (Q8NER1 whole entry, looked up): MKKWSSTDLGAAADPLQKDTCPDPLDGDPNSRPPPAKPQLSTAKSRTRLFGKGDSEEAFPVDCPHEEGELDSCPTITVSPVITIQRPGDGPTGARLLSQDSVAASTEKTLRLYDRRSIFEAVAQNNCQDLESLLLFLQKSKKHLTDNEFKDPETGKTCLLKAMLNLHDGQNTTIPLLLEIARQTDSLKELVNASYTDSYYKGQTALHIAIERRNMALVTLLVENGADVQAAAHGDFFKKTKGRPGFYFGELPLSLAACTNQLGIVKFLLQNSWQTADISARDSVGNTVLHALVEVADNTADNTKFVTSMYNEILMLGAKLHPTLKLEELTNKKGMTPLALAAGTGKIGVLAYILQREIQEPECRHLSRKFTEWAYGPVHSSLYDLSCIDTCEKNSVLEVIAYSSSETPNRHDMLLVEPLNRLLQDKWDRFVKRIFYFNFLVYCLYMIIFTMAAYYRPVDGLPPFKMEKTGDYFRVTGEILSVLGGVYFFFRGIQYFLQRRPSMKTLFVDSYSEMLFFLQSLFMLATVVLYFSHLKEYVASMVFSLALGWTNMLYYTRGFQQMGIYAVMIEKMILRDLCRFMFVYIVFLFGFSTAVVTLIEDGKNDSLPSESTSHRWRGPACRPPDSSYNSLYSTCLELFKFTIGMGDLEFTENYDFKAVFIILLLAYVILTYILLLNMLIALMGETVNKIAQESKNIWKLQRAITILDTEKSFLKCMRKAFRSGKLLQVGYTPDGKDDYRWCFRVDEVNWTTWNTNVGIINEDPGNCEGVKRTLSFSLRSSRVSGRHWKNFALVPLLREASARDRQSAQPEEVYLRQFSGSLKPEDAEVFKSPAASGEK
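Cells expressing TRPV1 were dye-loaded with Fluo-8 and read kinetically: 10 s baseline, 3 min after compound (agonist portion), then 2 min after EC20 capsaicin (allosteric enhancer portion). Calcium-bound dye fluorescence at 480/520 nm.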
MBNL1 CUG block – qHTS Assay for Inhibitors of MBNL1-poly(CUG) RNA binding. AID 2675, 2010. Potency, µM (highest dose often 57.5 µM), without a hit: at the top dose activity change, negative = inhibition, usual class: inhibitors. TR-FRET MBNL1-His/biotin-(CUG)12 binding, 665/545 ratio. 280,000 compounds, 0.036% hits. Muscleblind-like protein 1 (Homo sapiens), Q9NR56; active = well fitted inhibition curve with a large enough effect in the signal ratio, with a control signal flat, not every such curve was filed as active; inconclusive = small, poorly fitted or top-dose-only effect, or effect the other way, or a change in a side signal; inactive = no such curve, though single readings can be large or run the other way; the % refers to the signal ratio; also: potency is read from the fitted curve at half-maximal effect; % is scaled to controls: 0 for no effect and ±100 for the full control effect
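His-tagged MBNL1 binding to biotinylated (CUG)12 RNA was measured by TR-FRET using terbium anti-His antibody (0.055 ng/ul final) and streptavidin-XL665 (5 nM final). Compounds were titrated 92 nM to 58 uM; 60 min at room temperature.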
Active calls of the source: *; ? = inconclusive; · = no result given; [ ] = dose if it differs, or a comment. Unless noted, calls follow the shape of the dose curve; as a rule, active = well fitted curve in the direction sought with a large enough effect; inconclusive = small, poorly fitted or top-dose-only effect, or another doubt; inactive = no such curve, though single readings can be large; an effect the other way counts as inactive or inconclusive.

SMILES	a7 integrin act	GALK inh	A-T KAP1 phos	CXXC DNA block	S-ASM inh	KCNH2 3.1 inh	FBPA coupling cs	KCNH2 WT inh	TRPV1 ag	MBNL1 CUG block
COc1cccc(COC(=O)c2c(C)nn(-c3ccccc3)c2Cl)c1OC	2%	-4%	9%	-1%	3%	-10	·	-2	1	-7%
CCN(CC)CCNC(=O)c1c(C)n(-c2ccccc2)c2cc(Br)c(OC)cc12	-65%[inhibitor]	3%	14%	?	-12%	-21	-15	21	?	-7%
CCOC(=O)C1=C(c2ccccc2)NC(=O)NC1c1cc(OC)c(O)c([N+](=O)[O-])c1 (stereo not given)	34%	-1%	3%	5%	0%	-24	-2	-4	-1	?
COc1ccc(C(=O)N2CCN(c3cccc(Cl)c3)CC2)cc1S(=O)(=O)NC1CC1	8%	·	4%	·	-2%	20	·	6	0	·
Cc1ccc(S(=O)(=O)N2CCN(C(=O)c3ccc(Br)o3)CC2)c(C)c1	?	-4%	3%	11%	2%	8	1	11	12	-4%
COC(=O)c1ccc(-n2nnnc2SCC(=O)Nc2ccccc2OC)cc1	-30%	-3%	-6%	-6%	2%	-1	-1	-4	1	4%
Nn1c(SCc2cc([N+](=O)[O-])cc3c2OCOC3)nnc1-c1cccnc1	15%	0%	-1%	0%	-3%	0	0	-7	0	?
O=C(CCNC(=O)c1ccc([N+](=O)[O-])cc1)NNC(=O)c1ccncc1	-14%	4%	2%	-4%	-1%	-12	·	4	-1	?
CCOC(=O)[C@@H](C)NS(=O)(=O)N(Cc1ccccc1)[C@H](C(=O)OC)C(C)C	7%	·	20%	·	0%	3	·	-6	5	·
O=C(NNS(=O)(=O)c1ccccc1[N+](=O)[O-])c1ccc(O)cc1	-16%	0%	11%	13%	-1%	-12	1	1	-2	?
OCCNc1nc(-c2ccccc2)c2cc(Cl)ccc2n1	1%	0%	11%	0%	·	-2	5	1	26	?
CCOC(=O)C(CC)(CC)/C(C)=N/NC(=O)CC#N	0%	0%	7%	-2%	1%	10	2	-13	-1	-4%
COc1ccc(S(=O)NC2CCCCC2)c(OC)c1C (stereo not given)	5%	-2%	3%	7%	1%	52	2	-4	-4	-3%
CCOc1ccc(C(=O)COC(C)=O)cc1	-9%	-3%	1%	-7%	0%	-8	1	-1	2	-5%
CCCn1c(SCC(=O)Nc2c(C)cccc2C)nnc1C(C)C	5%	4%	-4%	-3%	4%	-11	-1	4	-1	-5%
CCOc1ccccc1C(=O)N(CN1CCCC1=O)c1ccc(C)c(Cl)c1	14%[7.66 µM]	0%	1%	11%	1%	-10	4	-8	29	3%
COc1ccc(C(=O)N/C(=C/c2cccs2)C(=O)NC(C)(C)C)cc1OC	0%	0%	4%	12%	1%	6	2	-4	-1	?
CC(=O)NC(NC(=S)N1CCCCCC1)C(Cl)(Cl)Cl (stereo not given)	-30%	-2%	4%	-2%	-1%	-11	4	-13	18	-4%
CCOC(=O)C1=CN(Cc2cccc(F)c2)S(=O)(=O)NC1c1ccc2ccccc2c1 (stereo not given)	-34%	·	12%	·	-4%	7	·	-18	·	·
CC1Cc2ccccc2N1CC(=O)Nc1ccc2c(c1)OCO2 (stereo not given)	-15%	1%	4%	-1%	3%	0	0	-14	8	-2%
CC(NC(=O)c1cnc2n(c1=O)CCS2)c1ccccc1 (stereo not given)	26%	0%	-4%	1%	3%	-5	2	-7	3	4%
O=C(NNC1CC(=O)N(c2ccc(Cl)cc2)C1=O)c1ccccn1 (stereo not given)	?	2%	2%	-6%	1%	19	0	·	0	4%
Cn1cc(Cl)c(C(=O)OCC(=O)Nc2ccc(S(N)(=O)=O)cc2)n1	-11%	12%	5%	13%	3%	-19	6	-8	-2	-3%
Cc1ccc2nc(C)c(C(=O)N/N=C/c3cccs3)n2c1	-14%	0%	-14%	-3%	-1%	19	0	-14	4	?
O=C(c1noc2c1CCc1ccccc1-2)N1CCCc2ccccc21	21%	0%	6%	-14%	-4%	-35	7	5	18	-9%
O=C(Nc1cccc(O)c1)c1ccc(Br)c(S(=O)(=O)N2CCCCC2)c1	-24%	0%	10%	-2%	-1%	-92*	0	-10	?	-3%
Clc1ccc(-c2nc3ccccc3n2OCc2ccccc2)cc1	7%	-5%	3%	-1%	-10%	-7	-2	-11	?	-4%
COc1ccc(C2NC(=O)NC(c3ccccc3)=C2c2nc3ccccc3s2)cc1 (stereo not given)	-21%	-2%	1%	14%	-4%	-23	-1	6	2	-3%
CC1CCCN(C(=O)c2sc3cc([N+](=O)[O-])ccc3c2Cl)C1 (stereo not given)	12%	-1%	-1%	-6%	-5%	-9	2	-2	13	?
CC(=O)c1ccccc1C(=O)NCc1cccnc1	-8%	0%	-7%	-5%	-1%	16	4	-5	-2	·
CC(C)C(C(=O)Nc1ncn[nH]1)N1C(=O)c2ccccc2C1=O (stereo not given)	9%	0%	3%	-1%	0%	7	-1	-10	0	8%
O=C(NC(=S)N1CCN(c2ccccn2)CC1)c1ccccc1	-2%	·	0%	11%	5%	-25	2	12	0	1%[11.5 µM]
CCOc1ccc(NC(=O)CN(C)C(=O)c2ccccc2Cc2ccccc2)cc1OCC	26%	·	0%	·	-2%	5	·	6	-3	·
Cc1c(NC(=O)C2(c3ccccc3)CCCC2)c(=O)n(-c2ccccc2)n1C	-20%	2%	3%	1%	-1%	4	-1	0	0	0%
COc1cc(-c2nc3n(n2)C(c2ccc(F)cc2)C2=C(CCCC2=O)N3)cc(OC)c1OC (stereo not given)	9%	-2%	5%	6%	128%[activator]	-13	-1	7	3	-3%
CCOC(=O)C(C)Oc1cccc2c(=O)n(CC(=O)Nc3cccc(OC)c3)ccc12 (stereo not given)	-6%	-3%	5%	0%	0%	-7	0	0	-2	8%
O=C(N/C(=C\c1cccc([N+](=O)[O-])c1)C(=O)N1CCOCC1)c1cccc(Br)c1	21%	-4%	-3%	-4%	-3%	-8	-3	4	9	18%
C/C(=N/NS(=O)(=O)c1ccc(C)c(C)c1)c1ccncc1	-13%	0%	8%	-3%	2%	4	·	2	3	-2%
Cc1c(Cl)cccc1NC(=O)CCN1CCN(CCO)CC1	21%	-3%	2%	-6%	1%	6	-3	-10	0	-8%
COc1cc(C2C(C#N)=C(N)Oc3c2ccc2ccccc32)ccc1OCC(=O)Nc1ccc(C)cc1 (stereo not given)	-29%	-2%	-17%	-7%	-6%	-21	-14	-2	1	·
COc1cc(/C=N/Nc2snc(SC)c2C#N)cc(OC)c1OC	-9%	-1%	-3%	-3%	27%	4	3	3	-1	7%
O=C(COC(=O)c1ccccc1)Nc1cc(S(=O)(=O)N2CCCCCC2)ccc1Cl	-49%[inhibitor]	·	-5%	·	-1%	-8	·	·	3	·
COC(=O)c1ccc(Cl)c(NC(=O)c2ccc(-c3ccccc3)cc2)c1	·	·	6%	-3%	·	·	1	·	24	8%
O=C(c1cccs1)N(Cc1ccccn1)Cc1ccco1	-1%	4%	4%	-7%	5%	-1	3	-2	1	-8%
CCN(CC)CCNC(=O)c1c(O)c2c([nH]c1=O)CCCC2	-36%	1%	16%	-2%	2%	-1	2	1	1	-15%

As a short view, 2 of the compounds above:
SMILES	a7 integrin act	GALK inh	A-T KAP1 phos	CXXC DNA block	S-ASM inh	KCNH2 3.1 inh	FBPA coupling cs	KCNH2 WT inh	TRPV1 ag	MBNL1 CUG block
CC(C)C(C(=O)Nc1ncn[nH]1)N1C(=O)c2ccccc2C1=O (stereo not given)	9%	0%	3%	-1%	0%	7	-1	-10	0	8%
O=C(NC(=S)N1CCN(c2ccccn2)CC1)c1ccccc1	-2%	·	0%	11%	5%	-25	2	12	0	1%[11.5 µM]
